# Salmonella PhoP GFP – inhibitors of PhoP regulon expression, primary screen, Salmonella Typhimurium, GFP reporter (AID 1863) | S. Typhimurium PhoP-regulated promoter GFP reporter, 4 h; higher % means a stronger effect | inhibition, % at 50 µM, or IC50 in µM where a hit was titrated | 300,000 tested, 0.16% active;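 active means inhibition over 29.93%, a cutoff 3 SD above the screen mean, later confirmed by dose response; inconclusive means inhibition over 29.93% but no dose response follow-up; inactive means inhibition at most 29.93% or unconfirmed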;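 further: 0% = low Mg2+ inducing control and 100% = high Mg2+ repressing control; strong numbers were not always called active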
# Myeloid diff 2 – induction of myeloid progenitor differentiation, primary screen, cell-based, flow cytometry, MLPCN library; calls only at 10 µM; ER-HoxA9 myeloid progenitors, lysozyme-GFP differentiation; 360,000 tested, 1% active;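 active means normalized GFP-positive differentiation at or above the plate's own cutoff, the solvent-only control mean plus 3 SD; inconclusive means no clear call, values can overlap the other calls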;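 further: cells exposed to compound for four days before flow analysis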
# PMI inhibitors – inhibitors of human PMI, primary screen, biochemical, fluorescence intensity, coupled assay (AID 1209). Mannose-6-phosphate isomerase (Homo sapiens). purified PMI enzyme, coupled fluorescence intensity; higher % means a stronger effect. one-dose inhibition, % at 20 µM; IC50 in µM for titrated hits. 190,000 tested, 0.42% active;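 further: plate controls were DMSO vehicle for no effect and wells lacking substrate for full effect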
# PMI inhibition – human PMI inhibitors, high substrate, primary screen, biochemical, fluorescence intensity, high mannose 6-phosphate (AID 1220) | Mannose-6-phosphate isomerase (Homo sapiens) | recombinant PMI enzyme, coupled fluorescence intensity; higher % means a stronger effect | inhibition, % at 20 µM, or IC50 in µM where a hit was titrated | 190,000 tested, 0.66% active
# WT yeast gro inh – growth inhibition of WT strain, primary screen, mitochondrial fusion inhibitor project, WT and mutant strains, chemical genetic; mitochondrial fusion phenotypic screen; inhibition, % at 10 µM; 190,000 tested, 2.1% active; AID 1362, 2008; in the data active means inhibition above about 58%; tested in S. cerevisiae
# TNAP activators – human TNAP enzyme activators, primary screen, biochemical, luminescent, no phosphate acceptor, uHTS (AID 1001); Alkaline phosphatase, tissue-nonspecific isozyme (Homo sapiens); purified TNAP, luminescent activation assay, no phosphate acceptor; higher activation fold means a stronger effect; activation fold at 20 µM; hits with a dose series show EC50 in µM; 200,000 tested, 0.03% active; in the data active means activation fold from about 3, or a potency from the dose series; inactive means the rest, 99 in 100 with activation fold below about 1.6; further: many of its hits are not listed in these tables
# RSV CPE inhibition – RSV antiviral activity via CPE protection, HEp-2 cells, primary 10 µM value included (AID 2391) | 310,000 tested, 0.13% active | CPE inhibition, % at 10 µM, or IC50 in µM where a hit was titrated | HEp-2 cells, RSV-induced CPE inhibition; higher % means a stronger effect; in the data active means a potency from the dose series; inconclusive means CPE inhibition mostly from about 23% at the one dose, without a potency; inactive means the rest, 99 in 100 with CPE inhibition below about 21%; further: strong numbers were not always called active
# Siah-1 displacement – Siah-1 peptide-binding antagonists, primary screen, biochemical, fluorescence polarization, rhodamine-plectin, uHTS (AID 1817). 290,000 tested, 0.02% active. Siah-1 / rhodamine-plectin peptide fluorescence polarization; higher % means a stronger effect. displacement, % at 20 µM; hits with a dose series show IC50 in µM. E3 ubiquitin-protein ligase SIAH1 (Homo sapiens);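 active means displacement of at least 50% at 20 µM, with a fluorescence ratio check between 0.3 and a set limit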;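 further: plate controls were Siah plus tracer with DMSO for no effect and tracer alone without Siah for full effect; strong numbers were not always called active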
# XIAP antagonists – XIAP antagonists, biochemical, IAP family, fluorescence polarization (AID 1018); E3 ubiquitin-protein ligase XIAP (Homo sapiens); XIAP BIR domain, fluorescence polarization peptide displacement; higher % means a stronger effect; displacement, % at 20 µM; hits with a dose series show IC50 in µM; 200,000 tested, 0.007% active; in the data active means displacement above about 50%; further: a part of the inactive calls stands beside numbers as strong as those of hits
# WT yeast gro inh mutant strain – recorded beside WT yeast gro inh, whose call it bears; inhibition, %; mitochondrial fusion phenotypic screen, mutant strain inhibition
# Myeloid diff 2 GFP+ MAC1+ % – second read-out of Myeloid diff 2, no call of its own (marks repeat the call); GFP+ MAC1+ double positive, %; measured here: differentiation confirmed by MAC1 staining
# Active calls of the source: *; i = inactive; ? = inconclusive; · = not tested or not shown. Unless noted, no stated cut-off is given here; in the data, active means inhibition above about 50%; inactive means the rest. Rows are unselected. About 3.1% of those tested had a hit in this group.
SMILES,Salmonella PhoP GFP,Myeloid diff 2,Myeloid diff 2 GFP+ MAC1+ %,PMI inhibitors,PMI inhibition,WT yeast gro inh,WT yeast gro inh mutant strain,TNAP activators,RSV CPE inhibition,Siah-1 displacement,XIAP antagonists
CC1(C(=O)N2CC3(CC(c4ccccc4)=NO3)C[C@H]2C(=O)NCC(N)=O)CC1 (stereo partly specified),2%,i,0.7,3%,10%,0,-1,1.2,3.6%,1%,-1.4%
COc1cc(C2NC(=O)NC(c3ccccc3)=C2C(C)=O)ccc1OCC#N (stereo unspecified),-6%,i,0.2,20%,14%,-4,1,1,0.1%,-3%,0.1%
CC(Oc1ccc(NC(=O)c2ccco2)cc1)C(=O)N1c2ccccc2CC1C (stereo unspecified),-4%,i,0.3,-1%,-1%,-1,-18,1.1,3.9%,-7%,3.2%
CC(C)(C)c1ccc(-n2nc(C(N)=O)c(O)cc2=O)cc1,9%,i,0.4,-19%,-4%,1,5,1.1,0.9%,-1%,-4.6%
CCOC(=O)c1nn(-c2cccc(C)c2)cc1C(=O)c1ccccc1,1%,i,0.4,21%,14%,11,18,1.1,8.5%,0%,-2.4%
CCCCOCCCNC(=O)c1cccc(OC)c1,1%,i,0.4,-1%,-4%,-10,-15,1.1,2.7%,14%,-4.5%
CCOC(=O)C(NC(=O)c1cccc(Cl)c1)(OCc1ccccc1)C(F)(F)F (stereo unspecified),31%,i,1.0,11%,10%,18,-13,1.1,1.5%,6%,-2.4%
Cc1ccc(NC(=O)CS(=O)(=O)c2cn(CC(=O)N3CCOCC3)c3ccccc23)cc1,-5%,i,0.8,-5%,1%,0,9,1.1,-1.0%,6%,-1.4%
COc1ccc(S(=O)(=O)Nc2ccc3c(c2)n(C)c(=O)n3C)cc1F,-3%,i,0.4,·,·,·,·,·,3.2%,-1%,·
Cc1nn(C(C)C(=O)NCCCN2CCCCCC2)c(=O)c2cc3sccc3n12 (stereo unspecified),-6%,i,2.0,·,·,·,·,·,0.7%,-4%,·
CCN1CCN(CCCNC(=O)c2ccc3c(c2)NC(=O)/C(=C\c2cccc(C)c2)S3)CC1,-10%,?,·,·,·,·,·,·,-1.9%,6%,·
C=C(C)C1CC=C(C)/C(=N/NC(=S)Nc2ccccc2)C1 (stereo unspecified),3%,i,0.7,4%,-8%,53,30,1,0.3%,6%,-9.9%
O=C(OCc1c(F)cccc1Cl)c1cccnc1Cl,5%,i,1.1,·,·,·,·,·,2.4%,2%,·
CN(Cc1ccccc1)S(=O)(=O)c1nnc(NC(=O)c2ccccc2F)s1,12%,i,3.6,·,·,·,·,·,3.2%,5%,·
COc1ccc(Nc2nc(C)cc(C)n2)cc1Cl,0%,i,1.4,·,·,·,·,·,2.9%,12%,·
Cc1cc(C)c2nc(-c3ccco3)cc(C(=O)O)c2c1,-2%,i,0.3,4%,-3%,7,4,1,·,14%,-1.4%
CCC(C)(C)NC(=O)Cn1c(-c2ccccc2)cc(C(C)=O)c1C,2%,i,0.3,4%,7%,-4,-12,1.1,2.3%,4%,-2.0%
O=C(NCc1ccccc1F)C1CCCN(c2cnccn2)C1 (stereo unspecified),4%,i,0.9,·,·,·,·,·,0.2%,-3%,·
COc1cccc(-c2nc(C(N)=O)c3[nH]c(=O)n(-c4cccc(Cl)c4)c3n2)c1OC,-8%,i,2.4,18%,16%,8,0,1.2,9.3%,4%,-10%
CC1CC(C)CN(C(=O)c2cccc3c2-c2ccccc2C3=O)C1 (stereo unspecified),-3%,i,0.2,·,·,·,·,·,0.9%,5%,·
O=C(NCCc1ccccc1)C1CCCN1S(=O)(=O)c1cccc2nsnc12 (stereo unspecified),2%,i,0.0,·,·,·,·,·,1.4%,0%,·
CCOC(=O)c1cnn(-c2ccccc2)c1NC(=O)c1ccc(C)cc1,-2%,i,0.6,-1%,-3%,10,22,1.1,0.6%,-1%,-3.8%
Cc1nnsc1C(=O)Nc1ccc(Cl)cc1Cl,11%,i,0.9,7%,6%,5,-7,1.1,8.0%,-12%,-1.3%
Cc1cccc(N2C(=O)c3ccc(C(=O)Nc4cccc(C(=O)O)c4)cc3C2=O)c1,1%,i,0.6,·,·,·,·,·,1.3%,15%,·
CC1Cc2ccccc2N1C(=O)CSc1nn2c(=O)c(C(C)(C)C)nnc2s1 (stereo unspecified),5%,i,0.6,-11%,-4%,9,15,1.2,-2.8%,6%,-5.2%
CCOC(=O)c1cccc(NC(=O)CCc2nnc3ccc(N4CCN(C)CC4)nn23)c1,-5%,i,5.9,·,·,·,·,·,-0.8%,0%,·
S=C1NC[C@H](Cc2ccccc2)N1CCCCC1CCCCC1,-5%,i,2.2,12%,8%,59,65,1.1,3.6%,7%,-0.3%
COc1cc2c(cc1OC)C(C)N(S(=O)(=O)c1cn(C)cn1)CC2 (stereo unspecified),-6%,i,0.2,·,·,·,·,·,1.5%,1%,·
Oc1oc(-c2ccc(Br)cc2)nc1/C=N/c1ccccn1,7%,i,0.7,-8%,-8%,4,-18,1.1,3.4%,8%,-1.3%
CCOc1ccc(Nc2nc3c(c(=O)[nH]2)CCCC3)cc1,0%,i,0.9,7%,5%,-5,17,1.1,6.4%,0%,-2.1%
Cc1c(Cl)cccc1NC(=O)CSc1ncnc2c1cnn2CCc1ccccc1,30%,i,0.6,-4%,-1%,19,-2,1.1,-0.9%,2%,-6.0%
Cc1ccnc(NC(=O)Nc2ccc(F)cc2)c1,-12%,i,0.4,-4%,-2%,10,14,1.1,1.9%,5%,-9.0%
CC1(C)CC(=O)C(C=NCCN2CCN(C(=O)c3ccc(Br)cc3)CC2)=C(O)C1,1%,i,0.2,-36%,-33%,-19,-6,1.1,0.0%,-5%,0.5%
CCOC(=O)c1ccc(NC(=O)c2ccc(NC(=O)c3ccccc3)cc2)cc1,-2%,i,3.3,0%,4%,16,6,1,-0.3%,-1%,-5.5%
CC(=O)N1CCC(C(=O)Nc2ccccc2)(N(Cc2ccccc2)C(=O)c2cccnc2)CC1,5%,i,0.8,-1%,-3%,3,-4,1.1,0.3%,-4%,-8.1%
CCN1C(=O)c2cccc3c(S(=O)(=O)Nc4ccc(O)c(C(=O)O)c4)ccc1c23,-1%,i,1.0,·,·,·,·,·,2.2%,-4%,·
C=CCn1c(CNc2ccc(C)cc2)nnc1SCC(=O)N/N=C/c1ccc(O)cc1O,20%,i,0.5,4%,-4%,17,22,1.2,6.3%,1%,-3.8%
COc1ccc(C2=CC(c3cc(OC)c(OC)c(OC)c3)NC(=S)N2)cc1 (stereo unspecified),1%,i,0.7,9%,14%,-3,8,1,2.5%,1%,-3.6%
CCN(C(=O)CSc1nnc(-c2ccc(F)cc2)c2ccccc12)C1CCS(=O)(=O)C1 (stereo unspecified),-1%,i,0.5,-1%,-2%,4,6,1,1.4%,-1%,-7.0%
COc1ccc(NC(=O)C(=O)NCCCO)cc1Cl,-9%,i,0.4,7%,6%,-3,-7,1,2.1%,6%,-4.2%

# Two records picked at random from the list so far:
SMILES,Salmonella PhoP GFP,Myeloid diff 2,Myeloid diff 2 GFP+ MAC1+ %,PMI inhibitors,PMI inhibition,WT yeast gro inh,WT yeast gro inh mutant strain,TNAP activators,RSV CPE inhibition,Siah-1 displacement,XIAP antagonists
COc1cc2c(cc1OC)C(C)N(S(=O)(=O)c1cn(C)cn1)CC2 (stereo unspecified),-6%,i,0.2,·,·,·,·,·,1.5%,1%,·
O=C(NCCc1ccccc1)C1CCCN1S(=O)(=O)c1cccc2nsnc12 (stereo unspecified),2%,i,0.0,·,·,·,·,·,1.4%,0%,·

# The list continues.
SMILES,Salmonella PhoP GFP,Myeloid diff 2,Myeloid diff 2 GFP+ MAC1+ %,PMI inhibitors,PMI inhibition,WT yeast gro inh,WT yeast gro inh mutant strain,TNAP activators,RSV CPE inhibition,Siah-1 displacement,XIAP antagonists
CCONC(=NC)c1nonc1N,1%,i,0.7,-2%,-4%,-3,-7,1.1,1.5%,2%,-1.2%
CSC1=NCCN1C(=O)c1cccc(C(F)(F)F)c1,-9%,i,0.5,13%,14%,8,-3,1,0.6%,-1%,-1.7%
Cc1cc(-c2ccc(NC(=O)[C@@H]3CCCC[C@@H]3C(=O)O)c(C)c2)ccc1NC(=O)[C@@H]1CCCC[C@@H]1C(=O)O,-5%,i,0.3,-6%,6%,5,4,1.1,43%,-2%,-10%
COc1ccc(C)cc1NS(=O)(=O)c1ccc(Br)s1,4%,i,4.9,13%,4%,48,25,1.1,2.2%,6%,-6.5%
COc1ccc(Cl)cc1NC(=S)NNC(=O)c1cccnc1,-11%,i,0.8,-6%,-7%,3,-20,2.3,-0.3%,16%,-4.7%
O=C(O)c1cccc(NC(=O)c2ccc(COc3ccc(Cl)cc3)cc2)c1,10%,i,0.3,·,·,·,·,·,2.6%,5%,·
Cc1ccc(C(=O)NCC(=O)OCC(=O)c2ccc3c(c2)NC(=O)CO3)cc1C,-5%,i,0.2,-6%,-5%,-2,-1,1,0.6%,2%,-6.8%
CC(=O)NC(Cc1cccc(C)c1)C(=O)NC1CCN(c2ncccc2[N+](=O)[O-])CC1 (stereo unspecified),1%,i,0.7,-2%,-9%,-6,-2,0.9,0.5%,0%,-6.1%
CCOc1ccc2nc(NC(=O)COc3ccc(N(C)S(=O)(=O)c4ccc(C)cc4)cc3)sc2c1,1%,i,0.7,·,·,·,·,·,39%,3%,·
CC(=O)N1C(=O)C2(C(C#N)=C(N)Oc3c2c(C)nn3-c2ccccc2)c2ccccc21 (stereo unspecified),46%,i,0.8,29%,63%*,10,-3,1,1.8%,-2%,-3.6%
Cc1cc(C)c2nc(N3CCC(C(=O)NCCCN4CC(C)CC(C)C4)CC3)sc2c1 (stereo unspecified),3%,i,0.1,-4%,-1%,69*,30*,1.1,2.6%,1%,1.2%
CCn1c(COc2ccccc2)nnc1SCC(=O)NC1CCCCC1,-5%,i,0.6,3%,3%,6,2,1,2.1%,2%,-0.3%
COc1ccc(Cn2c(=O)[nH]c3cc(C(=O)N4CCN(c5ccccc5OC)CC4)ccc3c2=O)cc1,-3%,i,0.8,·,·,·,·,·,?,4%,·
CC(C)(C)NC(=O)NC(=O)COC(=O)c1nc(-c2ccccc2)n(-c2cccc(C(F)(F)F)c2)n1,-3%,i,0.3,5%,-2%,-10,-22,1.1,1.4%,0%,-1.7%
O=C(NNC1=NCCCCC1)Nc1cccc(Cl)c1,-1%,i,0.2,-10%,-12%,14,6,1,·,0%,-7.6%
COc1cc(SSc2cc(OC)cc([N+](=O)[O-])c2N)c(N)c([N+](=O)[O-])c1,2%,i,0.5,·,·,·,·,·,0.2%,0%,·

# High-throughput results deposited in PubChem by several laboratories.
